# B2AR arrestin = beta2AR (human) beta-arrestin recruitment activity. AID 492947. P07550. Potency, µM (series often up to 46.1 µM), without a hit: at the highest dose activation, usual class: activators. beta-arrestin recruitment to beta2AR, cell-based reporter. hit rate 0.02% among 330,000;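 also: potency is read from the fitted curve at half-maximal effect; 0% = DMSO controls and full agonism = EC100 isoproterenol or metaproterenol; nearly all actives have a fitted effect of over 65% in size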
# Target sequence (P07550 whole entry, looked up): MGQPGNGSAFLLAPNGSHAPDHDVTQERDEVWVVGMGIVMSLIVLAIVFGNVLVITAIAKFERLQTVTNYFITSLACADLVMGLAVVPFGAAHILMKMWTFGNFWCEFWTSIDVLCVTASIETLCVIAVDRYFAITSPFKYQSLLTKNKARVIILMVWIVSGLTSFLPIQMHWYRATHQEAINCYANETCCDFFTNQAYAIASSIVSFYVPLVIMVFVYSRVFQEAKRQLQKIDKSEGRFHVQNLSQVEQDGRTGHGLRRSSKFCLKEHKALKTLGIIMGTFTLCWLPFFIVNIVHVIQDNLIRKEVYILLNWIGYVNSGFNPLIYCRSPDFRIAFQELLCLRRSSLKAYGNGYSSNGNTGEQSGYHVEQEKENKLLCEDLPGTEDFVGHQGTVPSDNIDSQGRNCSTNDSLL
# GALK inh = blocks human galactokinase activity. AID 1868. hit rate 0.007% among 270,000. Purified GALK, Kinase-Glo residual ATP luminescence. Potency, µM (titrated, usually from 57.5 µM), inactives show top-dose activity change, negative = inhibition, actives largely listed as inhibitors; also: potency is read from the fitted curve at half-maximal effect
# Target sequence (P51570 whole entry, looked up): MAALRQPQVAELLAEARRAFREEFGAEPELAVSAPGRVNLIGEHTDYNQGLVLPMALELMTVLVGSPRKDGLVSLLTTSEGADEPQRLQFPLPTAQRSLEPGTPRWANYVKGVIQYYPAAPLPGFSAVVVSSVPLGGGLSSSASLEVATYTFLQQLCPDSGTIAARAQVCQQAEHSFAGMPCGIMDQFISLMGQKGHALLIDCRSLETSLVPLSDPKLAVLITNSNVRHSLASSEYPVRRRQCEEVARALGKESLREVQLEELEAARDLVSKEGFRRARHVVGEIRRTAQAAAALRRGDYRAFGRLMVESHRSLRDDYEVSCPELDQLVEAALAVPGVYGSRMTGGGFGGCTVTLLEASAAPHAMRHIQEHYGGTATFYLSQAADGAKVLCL
#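 Kinase-Glo Plus luminescence measured ATP left after a 1 h room-temperature reaction. The reaction used 5 nM GALK, 100 uM galactose and 35 uM ATP at pH 8.0 (20 mM HEPES, 5 mM MgCl2, 60 mM NaCl, 1 mM DTT, 0.01% BSA).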
# PKM2 act = increases activity of human pyruvate kinase M2. hit rate 0.34% among 260,000. AID 1631. P14618. purified PKM2, Kinase-Glo ATP luminescence, activation; response scale: 0% is enzyme alone, no compound. Potency, µM (top dose mostly 57.5 µM), for inactives: top-dose activation, hits mostly activators; also: potency is read from the fitted curve at half-maximal effect; nearly all actives have a fitted effect of over 55% in size
#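 Kinase-Glo luminescence reports ATP generated from ADP (0.1 mM) and PEP (0.5 mM) by purified hPK-M2 after 1 h at room temperature, pH 7.2 imidazole buffer; intermediate enzyme activity allows detecting inhibitors and activators.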
# uPA surface inh = blocks generation of uPA at the cell surface. cell surface uPA generation assay, qHTS. Potency, µM (top dose mostly 38.3 µM), for inactives: top-dose activity change, negative = inhibition, usual class: inhibitors. hit rate 0.31% among 330,000; active = well fitted inhibition curve with a large enough effect; inconclusive = small, poorly fitted or top-dose-only effect; inactive = no such curve, though single readings can be large or run the other way; tested in mouse RAW 264.7 cells; also: potency is read from the fitted curve at half-maximal effect; nearly all actives have a fitted effect of over 55% in size
# Giardia killer = kills Giardia lamblia | hit rate 0.15% among 340,000 | activity change, % at 7.66 µM, hits read low | AID 540267 | Giardia lamblia trophozoite viability; in the data active = activity change below about -80%; inconclusive = between about -30% and that limit;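 also: parasites exposed to compound for two days anaerobically before the ATP read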
#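 Killing of trophozoites was scored by loss of ATP luminescence after a 48 hrs anaerobic exposure to compounds at 37 deg C, using 100 cells per well.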
# USP2a inh = blocks human ubiquitin-specific protease USP2a | AID 463254 | USP2 core, Ub-CHOP2 coupled fluorogenic reporter, 485/531 | hit rate 0.01% among 330,000 | Potency, µM (series often up to 38.3 µM), for inactives: at the top dose activity change, negative = inhibition, usual class: inhibitors | O75604;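 also: potency is read from the fitted curve at half-maximal effect; plate controls were DMSO wells for no effect and full inhibition by NEM control for full effect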
#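 USP2 core (10nM final) preincubated 30min RT with compound in 20mM Tris-HCl pH 8.0, 2mM CaCl2, 2mM beta-mercaptoethanol, 0.05% CHAPS; 25nM Ub-CHOP2 plus 25nM reporter substrate added, fluorescence (Ex485/Em531) read after 60min.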
# Coupling enz = inhibits coupling enzyme system, counter-screen for aldolase hits; AID 2472; activity change, negative = inhibition, % at 58.2 µM, hits read low; hit rate 0.67% among 290,000; coupling enzyme system counterscreen, AmpLite Red fluorescence; in the data active = activity change below about -30%
#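 Counterscreen of the coupled detection system alone, without aldolase: glyceraldehyde-3-phosphate coupling enzymes plus AmpLite Red readout. Compounds at 57.5 uM final, 10 min RT preincubation, 20 min RT reaction, fluorescence 525/598 nm.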
# KCNH2 WT inh = blocks the wildtype human KCNH2 potassium channel; U2OS, BacMam KCNH2, thallium flux FluxOr; hits give low values; Q12809; hit rate 0.37% among 340,000; AID 720551; activity change, % at 1.84 µM;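 active = maximum activity change below -70%; inconclusive = maximum activity change between -70% and -50%; inactive = maximum activity change above -50%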
#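 U2OS cells were transduced with wild-type KCNH2 virus (2.03 x 10^8 / mL) for 4 h at room temperature, then cultured overnight at 37 C. Thallium flux was read with FluxOr dye. Rate constants were normalized to DMSO controls.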
# Eya2 phos inh = Eya2 (human) phosphatase inhibition. O00167. recombinant Eya2, OMFP fluorescence dephosphorylation (OMFP is methylfluorescein phosphate). Potency, µM (titrated, usually from 76.9 µM), for inactives: at the top dose activity, negative = inhibition, actives largely listed as inhibitors. hit rate 0.006% among 330,000. AID 488837; also: potency is read from the fitted curve at half-maximal effect
#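 Eya2 protein (added as 0.2 uM solution) was preincubated with compound for 10 min at ambient temperature in 50 mM HEPES pH 7.5, 50 mM NaCl, 5 uM MgCl2, 0.05% BSA, 1 mM DTT. OMFP (added at 50 uM) then reacted 10 min; fluorescence read at 485/525 nm.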
# KCNH2 3.1 inh = KCNH2 3.1 (human) potassium channel inhibition | U2OS KCNH2 3.1, thallium flux FluxOr; hits give low values | activity change, % (tested at about 1.8 µM) | hit rate 0.95% among 340,000;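 active = maximum activity change below -70%; inconclusive = maximum activity change from -70% to -50%; inactive = maximum activity change above -50%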;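 also: thallium influx rate constant from kinetic fluorescence after stimulation buffer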
#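 Steps: virus added to U2OS suspension (4 h, RT, dark); medium with 10% FBS added, cells plated, 37 C overnight; FluxOr/Red40 loading buffer 45 min RT; stimulation buffer, 2 min kinetic read; rate constant normalized.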
# Chronic BCR inh = chronic active BCR signaling inhibition. ABC-DLBCL IkBa-CBG/CBR reporter, luminescence ratio, 4 h. Potency, µM (top dose mostly 46.1 µM), without a hit: at the highest dose ratio change, negative = lower green/red ratio, actives largely listed as inhibitors. hit rate 0.05% among 340,000. AID 493014; active = well fitted inhibition curve with a large enough effect in the signal ratio, with a control signal flat, not every such curve was filed as active; inconclusive = small, poorly fitted or top-dose-only effect, or effect the other way, or a change in a side signal; the % refers to the signal ratio;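 also: potency is read from the fitted curve at half-maximal effect; plate controls were basal doxycycline-induced cells for no effect and cells given 10 µM MG132 for full effect; MG132 reads +100%, hits lower the ratio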
#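 Doxycycline induced both beetle luciferases in TMD8 lymphoma cells; IKK-driven degradation limits the IkappaBalpha-fused green signal, while red luminescence normalises for cell number and nonspecific effects. Compounds tested up to 46 uM, 4 hrs.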
# The depositor's hits bear a star; i = inactive; ? = inconclusive; / = not tested or not shown; [ ] = remark or other dose. Unless noted, calls follow the shape of the dose curve; as a rule, active = well fitted curve in the direction sought with a large enough effect; inconclusive = small, poorly fitted or top-dose-only effect, or another doubt; inactive = no such curve, though single readings can be large; an effect the other way counts as inactive or inconclusive. Unless noted, % is scaled to controls: 0 for no effect and ±100 for the full control effect. An unsorted share of the library; about 2.4% have a hit in one of these screens.
SMILES,B2AR arrestin,GALK inh,PKM2 act,uPA surface inh,Giardia killer,USP2a inh,Coupling enz,KCNH2 WT inh,Eya2 phos inh,KCNH2 3.1 inh,Chronic BCR inh
CC(C)C(=O)Nc1nnc(SCc2cccc(F)c2)s1,-0.1%,0%,1%,33%[activator],10,2%,-4,2,-11%,-1,?
Cc1ccnc(N2CCCC(C(=O)Nc3cccc(C)c3C)C2)n1 (configuration not stated),0.1%,-3%,/,0%,10,0%,5,-3,-14%,-14,2%
CN(Cc1ccon1)Cc1cn(C)nc1-c1ccc2c(c1)OCCO2,-0.2%,0%,2%,3%,4,2%,1,-5,0%,-13,0%
COCC(C)n1c(C)cc(C(=O)COc2ccc(N(C)S(=O)(=O)c3ccc(NC(C)=O)cc3)cc2)c1C (configuration not stated),-0.9%,/,/,-9%,12,3%,/,-1,17%,-13,?
CCOC(=O)C1=C(COC(=O)COc2ccccc2C(C)C)NC(=O)NC1C (configuration not stated),0.1%,/,/,3%,-8,0%,/,19,13%,1,-3%
CN(C)S(=O)(=O)c1ccc(NC=O)cc1,0.2%,8%,14%,-2%,23,4%,2,-7,6%,2,4%
Cc1ccc(-n2c(C)nnc2SCC(=O)N2CCOCC2)cc1,-0.2%,0%,3%,7%,-17,-3%,-3,-20,2%,1,-9%
COc1cc(C(=O)OCc2ccc(C)cc2)cc(NC(=O)c2cccs2)c1OC,-0.2%,-1%,2%,1%,7,1%,3,4,-1%,-1,-1%
O=C(CSCc1cccc(Cl)c1)N/N=C/c1ccc(OCC(=O)N2CCCCC2)cc1,0.2%,-1%,3%,-19%,-12,1%,4,7,4%,3,8%
COc1ccc2c(c1)C(c1ccc(C)o1)=NNC(c1cccnc1)=N2,0.0%,1%,-6%,-5%,21,1%,8,2,0%,-2,2%
Cc1c(NS(=O)(=O)c2cccc(C(=O)N3CCC(C)CC3)c2)c(=O)n(-c2ccccc2)n1C,-0.9%,/,/,4%,20,-2%,/,9,-5%,-19,?
Cc1cc(C)n(CCNC(=O)CC2C(=O)NCCN2Cc2ccccc2C(F)(F)F)n1 (configuration not stated),-0.5%,-3%,-1%,-2%,26,7%,-6,3,-1%,5,6%
CC(=O)Nc1nc(C)c(Oc2ccc(Cl)cc2Cl)c(=O)[nH]1,0.2%,2%,-1%,4%,3,-1%,-1,-6,-27%,-17,-7%
Cc1ccc(CNC(=O)c2ccc(CS(=O)(=O)c3ccccc3C)o2)cc1,-0.1%,3%,/,0%,-4,3%,0,1,5%,9,3%
Cc1nn(C)c(Cl)c1CN1CCN(CCC(C)C)C(CCO)C1 (configuration not stated),-1.8%,5%,-3%,-1%,8,1%,2,-4,-2%,19,?
CC(C)Oc1ccc(CN=C(N)N=C(N)N)cc1Cl,-0.3%,0%,0%,3%,10,1%,2,5,1%,-12,-7%
Cc1noc(C)c1C(=O)OCC(=O)c1ccc[nH]1,0.7%,3%,1%,-2%,1,-1%,0,-13,1%[15.4 µM],-2,3%
CCN1CCN(CC(=O)Nc2cc(C)c(C)cc2[N+](=O)[O-])CC1,-0.6%,-2%,-13%,14%,9,0%,-1,-20,-6%,0,9%
Cc1ccc(CN2C(=O)N/C(=C/c3ccc(-c4ccc(C(=O)O)cc4)o3)C2=O)cc1,-0.5%,/,24%,-5%,11,0%,7,3,6%,0,?
Cc1cccc(C(=O)OCC(=O)c2ccc3c(c2)NC(=O)CO3)c1,-0.3%,/,/,1%,2,5%,/,3,-21%,8,0%
CN1C(=O)c2ccccc2N(C)C1c1cccc(O)c1 (configuration not stated),3.5%,-3%,1%,2%,-3,-2%,0,1,5%,1,2%
Cc1cc(=O)[nH]c2cc(O)ccc12,0.0%,2%,-2%,-3%,2,1%,1,5,10%,0,0%
COc1ccc(N2CCN(C(=O)CSc3nnc(-c4cc5ccccc5cc4O)n3C)CC2)cc1,-0.5%,3%,-4%,/,5,-7%,4,0,0%,-24,?
OCCCNC(=S)NC1CCCC1,8.1%,0%,9%,-3%,1,1%,-1,-2,-10%,9,1%
O=C(CSc1ccc(Br)cc1)Nc1ccc(N2CCOCC2)cc1,0.0%,/,/,9%,5,1%,/,24,-9%,-11,-4%

# Taken from above:
# Entry of COc1cc(C(=O)OCc2ccc(C)cc2)cc(NC(=O)c2cccs2)c1OC under B2AR arrestin: -0.2%
# Entry of O=C(CSCc1cccc(Cl)c1)N/N=C/c1ccc(OCC(=O)N2CCCCC2)cc1 under USP2a inh: 1%
# Entry of CCN1CCN(CC(=O)Nc2cc(C)c(C)cc2[N+](=O)[O-])CC1 under PKM2 act: -13%
# Entry of Cc1cc(C)n(CCNC(=O)CC2C(=O)NCCN2Cc2ccccc2C(F)(F)F)n1 (configuration not stated) under GALK inh: -3%
# Entry of CC(=O)Nc1nc(C)c(Oc2ccc(Cl)cc2Cl)c(=O)[nH]1 under USP2a inh: -1%

# 3 compounds out of the list, sorted by length of the SMILES, high to low:
SMILES,B2AR arrestin,GALK inh,PKM2 act,uPA surface inh,Giardia killer,USP2a inh,Coupling enz,KCNH2 WT inh,Eya2 phos inh,KCNH2 3.1 inh,Chronic BCR inh
Cc1c(NS(=O)(=O)c2cccc(C(=O)N3CCC(C)CC3)c2)c(=O)n(-c2ccccc2)n1C,-0.9%,/,/,4%,20,-2%,/,9,-5%,-19,?
Cc1ccnc(N2CCCC(C(=O)Nc3cccc(C)c3C)C2)n1 (configuration not stated),0.1%,-3%,/,0%,10,0%,5,-3,-14%,-14,2%
CN(C)S(=O)(=O)c1ccc(NC=O)cc1,0.2%,8%,14%,-2%,23,4%,2,-7,6%,2,4%

# Continuation:
SMILES,B2AR arrestin,GALK inh,PKM2 act,uPA surface inh,Giardia killer,USP2a inh,Coupling enz,KCNH2 WT inh,Eya2 phos inh,KCNH2 3.1 inh,Chronic BCR inh
CCCOc1c(Br)cc(/C=N/O)cc1OC,/,0%,-8%,-11%,3,/,-4,9,/,-7,/
CCc1ccc(OCCCC(=O)NCc2ccccc2)cc1,6.6%,2%,-10%,-1%,-1,1%,7,4,8%,-26,0%
CCOc1ccccc1OCC(=O)OCC(=O)c1c(C)[nH]c2ccccc12,-0.1%,/,/,2%,-7,0%,/,-5,11%,-1,?
CCCC(=O)NNC(=O)CCC(=O)Nc1ccccc1Cl,0.0%,0%,-3%,10%,-11,4%,-2,-1,-5%,13,?
Cc1ccc(C(=O)N(C)CC(=O)Nc2ccc(N3CCOCC3)cc2)s1,-0.6%,/,/,1%,1,-1%,/,-12,-2%,-1,?
Cc1ccc(NCc2nnc3n2CCCCC3)c(C)c1,-0.1%,-3%,2%,2%,?,-1%,2,i,-15%,-3,-1%
CC1=CC(C)C2(CO)COC(c3ccccc3O)C1C2C (configuration not stated),0.1%,0%,0%,2%,-11,-2%,1,3,-11%,-2,-23%
COc1ccc(NC(=O)c2ccc(COCC(F)(F)F)cc2)cc1OC,-0.6%,1%,5%,1%,-3,6%,1,1,-7%,4,-1%
COc1cc(OC)c2c(-c3cccc(-c4ccc(CO)cc4)c3)cc(=O)oc2c1,-1.2%,/,/,0.89µM*,23,2%,1,49,-15%,5,?
COCCOC(=O)C1=C(C)NC2=C(C(=O)CC(C)(C)C2)C1c1cccnc1 (configuration not stated),-0.1%,1%,-2%,5%,6,1%,4,5,-17%,9,5%
COc1ccccc1Oc1ccc2c(c1)C(=O)N(c1ccccc1)C2=O,-2.0%,0%,2%,2%,4,-2%,0,-3,6%,-1,1%
Cc1ccc(C)c(NC(=S)NC(NC(=O)Cc2ccccc2)C(Cl)(Cl)Cl)c1 (configuration not stated),0.0%,-1%,2%,-3%,7,2%,1,-14,-21%,1,-12%
CCc1ccc(-c2nc(NC(=S)NC(=O)c3cccs3)sc2C)cc1,2.8%,-3%,0%,/,3,2%,2,-3,15%,5,-3%
Cc1cc(C(=O)Cn2nc(C(=O)O)c3ccccc3c2=O)c(C)n1-c1ccccc1,-0.5%,1%,0%,-7%,?,2%,3,-1,-2%,-31,-1%
Cc1ccc(S(=O)(=O)NCCNc2ccc([N+](=O)[O-])cc2C(F)(F)F)cc1,0.4%,-1%,?,3%,5,-2%,1,0,4%,-11,?

# Source: PubChem BioAssay (National Center for Advancing Translational Sciences (NCATS))
